Screening data deposited in PubChem by National Center for Advancing Translational Sciences (NCATS).
RXFP1 antag – RXFP1 (human) relaxin receptor antagonism | Q9HBX9 | HEK293-RXFP1, relaxin-stimulated cAMP HTRF, 30 min; stronger effect = lower value | activity change, negative = inhibition, % at 57.5 µM | 350,000 compounds, 0.59% hits;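 active means activity change of -60% or lower, but not beyond a set lower limit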; further: on the % scale 0 is the no-effect control and ±100 the full control effect
D1 antag – antagonists of human D1 dopamine receptor; HEK293 TREx D1 cells, calcium flux, dopamine EC80; stronger effect = lower value; activity change, negative = inhibition, % at 10 µM; 360,000 compounds, 3.2% hits; AID 504652; in the data active means activity change below about -30%; further: on the % scale 0 is the no-effect control and ±100 the full control effect
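Allosteric or orthosteric antagonism assessed as attenuation of the calcium response to EC80 dopamine, added 180 s after compound, in induced HEK293 Trex D1 cells loaded with no-wash calcium dye.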
D1 PAM – enhances dopamine response at the human D1 receptor; P21728; HEK293 TREx D1 cells, calcium flux, dopamine EC20 potentiation; potentiation, % at 10 µM; 360,000 compounds, 0.036% hits; in the data active means potentiation above about 30%; further: 0% is about no effect
D2 agonist – agonists of human D2 dopamine receptor; P14416; HEK293 T-REx D2 cells, calcium flux agonist mode; activation, % at 2 µM; 340,000 compounds, 0.53% hits; AID 485358;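 active means activation over 3 SD above normal in the single-dose calcium agonist read, cut at about 30% in these data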; further: 0% is about no effect
Target sequence (P14416 whole entry, looked up): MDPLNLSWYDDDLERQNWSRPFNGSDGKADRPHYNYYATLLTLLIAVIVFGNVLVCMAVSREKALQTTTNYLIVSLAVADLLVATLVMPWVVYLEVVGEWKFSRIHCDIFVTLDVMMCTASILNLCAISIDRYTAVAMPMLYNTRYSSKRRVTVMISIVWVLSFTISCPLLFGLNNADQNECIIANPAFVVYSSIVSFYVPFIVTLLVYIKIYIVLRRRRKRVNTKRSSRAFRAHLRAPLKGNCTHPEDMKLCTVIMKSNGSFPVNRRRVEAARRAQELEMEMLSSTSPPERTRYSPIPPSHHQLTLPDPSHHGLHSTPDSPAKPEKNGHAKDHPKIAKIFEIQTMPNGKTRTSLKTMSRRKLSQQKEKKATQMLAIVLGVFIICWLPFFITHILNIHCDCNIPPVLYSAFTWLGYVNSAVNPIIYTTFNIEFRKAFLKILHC
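Calcium-flux readout, 1 cycle/sec over 180 s following compound pin transfer, in inducible HEK293 Trex D2 cells (force-coupled); dopamine controls included. Positive calcium responses during this window marked compounds as potential agonists.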
D1 ag – agonists of human D1 dopamine receptor; activation, % at 2 µM; P21728; 360,000 compounds, 1% hits; HEK293 T-REx D1 cells, calcium flux, agonist mode; in the data active means activation above about 30%; further: 0% is about no effect
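Tetracycline-induced HEK293 TREx D1 cells, force-coupled to calcium signalling, were dye-loaded with a no-wash calcium kit. Compound was pin-added after a 10 s baseline. Fluorescence was read kinetically at 1 cycle/s for 180 s, with calcium rises flagged as agonism.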
RXFP1 agonist – RXFP1 (human) receptor agonism; Q9HBX9; HEK293T-RXFP1 cAMP TR-FRET, 30 min; response scale: percent of porcine relaxin response, buffer zero; Potency, µM (titrated, usually from 57.5 µM), without a hit: at the highest dose activation, actives largely listed as activators; 370,000 compounds, 0.3% hits; AID 2676; active means well fitted activation curve with a large enough effect; further: potency means the concentration at half of the fitted maximal effect; on the % scale 0 is the no-effect control and ±100 the full control effect; nearly all actives have a fitted effect of over 60% in size; many of its hits are not listed in these tables
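HEK293T cells stably expressing RXFP1 were pretreated with the PDE4 inhibitor Ro 20174, exposed to compounds for 30 min at 37C, lysed, and cAMP was read by TR-FRET. Data normalized to buffer (basal) and 29 nM porcine relaxin (100%).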
TRHR enhancer – TRH receptor (human) allosteric enhancement; P34981; TRHR cells, fluo-8 calcium fluorescence, EC20 TRH enhancement; enhancement, % at 2 µM; 360,000 compounds, 0.66% hits; in the data active means enhancement above about 30%; further: 0% is about no effect
Target sequence (P34981 whole entry, looked up): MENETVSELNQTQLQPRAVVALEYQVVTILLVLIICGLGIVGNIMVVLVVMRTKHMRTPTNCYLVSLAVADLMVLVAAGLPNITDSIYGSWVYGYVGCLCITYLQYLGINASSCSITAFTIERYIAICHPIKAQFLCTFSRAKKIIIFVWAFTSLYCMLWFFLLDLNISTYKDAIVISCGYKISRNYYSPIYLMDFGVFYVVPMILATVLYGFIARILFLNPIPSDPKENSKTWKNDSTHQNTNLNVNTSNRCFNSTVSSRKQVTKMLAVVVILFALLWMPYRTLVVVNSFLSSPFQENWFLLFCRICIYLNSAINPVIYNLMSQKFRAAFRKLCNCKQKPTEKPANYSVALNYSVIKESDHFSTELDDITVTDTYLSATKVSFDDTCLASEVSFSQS
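Enhancer read-out: after compound pinning and an initial kinetic agonist-mode read, an EC20 of TRH (10 nM final) was injected and fluo-8 calcium signal (Ex 480/Em 530) followed at 1 s/cycle for 100 cycles in TRHR-expressing cells.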
D2 potentiator – positive allosteric modulators of human D2 dopamine receptor | AID 485347 | potentiation, % at 10 µM | 340,000 compounds, 0.34% hits | HEK293 T-REx D2, calcium flux, EC20 dopamine potentiation;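 active means potentiation over 3 SD above the plate norm, cut at about 30% in these data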; further: 0% is about no effect
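Cells plated with tetracycline inducer and held overnight at 30 C; calcium dye loaded 30–90 min at room temperature; baseline taken, compound added and read 180 s; EC20 dopamine then added and read 180 s.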
D2 antagonist – antagonists of human D2 dopamine receptor | HEK293 TREx D2 cells, calcium flux, dopamine EC80 | inhibition, % at 10 µM | P14416 | 340,000 compounds, 2% hits | AID 485344; in the data active means inhibition above about 30%; further: 0% is about no effect
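Overnight-induced (tetracycline, 30 C) HEK293 T-REx cells carrying force-coupled D2 receive a no-wash calcium dye, then compound, then EC80 dopamine at 180 s; signals are read kinetically throughout.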
* = called active by the depositor; / = not tested or not shown. Not all compounds are listed (hit frequency here may not be typical).

smiles	RXFP1 antag	D1 antag	D1 PAM	D2 agonist	D1 ag	RXFP1 agonist	TRHR enhancer	D2 potentiator	D2 antagonist
COCCCN1C(=O)C(=O)/C(=C(/O)c2ccc(S(=O)(=O)N3CCOCC3)cc2)C1c1ccc(C(C)C)cc1 (configuration not stated)	-2	-5	11	0.1	2	0.4%	2	-12	1
O=C(NCCCNc1ccc(C(F)(F)F)cc1[N+](=O)[O-])c1ccc(Cl)cc1	13	11	-3	-0.5	0	0.3%	3	-10	-2
CN(c1ccccc1)S(=O)(=O)c1cccc(C(=O)Nc2nccs2)c1	-7	-5	2	-12	3	-0.8%	-5	-3	6
O=C(NCc1ccncc1)C(=O)NCC(c1ccco1)N1CCN(c2ccccc2F)CC1 (configuration not stated)	/	3	-1	34*	2	0.7%	-4	-12	1
NC(=O)C1CCCN(C(=O)c2ccc(Cl)cc2)C1 (configuration not stated)	18	-1	12	-2.1	4	1.1%	-4	16	9
COc1cccc(C(=O)Nc2cnn(C(C)C)c2)c1	-12	-9	-6	0.3	-1	0.0%	1	-5	-5
Cn1c(=O)c2ncn(CC(=O)NCCOc3ccc(C(C)(C)C)cc3)c2n(C)c1=O	-4	3	-6	0.8	-1	2.8%	3	-2	9
COc1ccc2[nH]c(C(=O)N(C)c3ccc(F)cc3F)cc2c1	-16	-17	1	0.4	0	0.6%	1	12	3
CCCCn1c(N)c(N(Cc2ccccc2OC)C(=O)c2cc(CC)c(C)s2)c(=O)[nH]c1=O	-8	3	-3	-0.4	2	-0.3%	2	9	10
CC1=NN(C(C#N)c2ccc([N+](=O)[O-])cc2)C(C)(C)C1 (configuration not stated)	-1	12	1	0.3	1	1.2%	-4	-1	-12
COc1ccc(CNC(=O)C(OC(=O)c2ccco2)c2ccccc2F)cc1 (configuration not stated)	4	-1	-2	4.0	0	-0.4%	-6	8	-11
CC1(C)CC(=O)c2c(n(-c3cccc4ccccc34)ccc2=O)C1	0	-7	1	0.2	2	2.8%	-3	5	-6
Cc1cc(C(=O)COC(=O)CC2Sc3ccccc3NC2=O)c(C)n1-c1ccccc1 (configuration not stated)	-7	-2	-10	-0.9	3	0.4%	4	-5	10
COc1ccc(S(=O)(=O)Cc2ccc(C(=O)NCc3ccco3)o2)cc1	-12	5	1	0.1	3	0.8%	0	-2	15
Nn1c(COc2ccccc2)nc2ccccc2c1=O	18	-11	6	0.7	3	0.7%	-13	-4	21
CC(=O)c1ccc(N2C(=NC(=O)C3CCCO3)SC3CS(=O)(=O)CC32)cc1 (configuration not stated)	-17	0	-6	0.2	4	4.0%	7	14	-4
Cc1nc(C(F)(F)F)nc(Nc2ccc(N=Nc3ccccc3)cc2)c1C#N	-15	6	-5	1.2	3	0.0%	2	-1	-12
Cc1cc(-c2n[nH]c(=S)n2CC(C)C)cs1	4	6	-6	-1.7	0	2.6%	2	7	-4
Cc1cc(=O)oc2cc(OCC(=O)N3CCN(c4ccccc4)CC3)ccc12	1	3	/	1.9	0	1.8%	1	-1	-5
CCCn1c2ccccc2c2cnn(CC(=O)Nc3cc(OC)c(OC)c(OC)c3)c(=O)c21	17	10	0	-0.5	12	1.2%	25	-2	/
CC1CN(C(=O)c2cc3cc([N+](=O)[O-])ccc3s2)CC(C)O1 (configuration not stated)	-6	8	-8	0.4	3	2.6%	2	-6	0
Nc1c(C(=O)O)sc2nc(-c3ccccc3)cc(-c3ccc(F)cc3)c12	-17	-6	4	-1.1	2	2.1%	10	5	-5
NC(=O)c1ccsc1NC(=O)COC(=O)CSc1ccc(Cl)cc1	-13	-20	-4	1.0	7	-0.1%	-5	1	-12
COC(=O)c1ccc(NC(=O)CSc2ncc3c(n2)-c2cc(Cl)ccc2N(Cc2ccccc2)S3(=O)=O)cc1	/	-1	5	0.6	1	3.7%	-12	-2	/
O=S(=O)(Nc1ccc(C(F)(F)F)cn1)c1ccccc1	-11	14	0	0.6	1	-2.7%	-2	3	-1
O=S(=O)(c1ccccc1)N(Cc1ccccc1)c1ccccn1	9	5	-2	-1.7	1	1.7%	0	-3	-3
O=C(Nc1cccnc1)c1ccc(S(=O)(=O)N2CCCCCC2)cc1	3	3	-11	0.6	0	1.5%	-8	15	5
CCOc1ccc(N(CC(=O)Nc2ccccc2C)S(=O)(=O)c2c(C)[nH]c(=O)[nH]c2=O)cc1	18	5	4	0.4	4	-0.3%	-1	19	-4
O=C(Nc1ccc(N2CCCCCC2)cc1)c1ccc[nH]1	-8	-18	-10	0.1	7	-1.4%	-3	-8	8
O=C(Nc1cccnc1)Nc1cccc([N+](=O)[O-])c1	-1	-19	-2	4.0	9	0.3%	2	-9	27

Rewritten with values under each structure: entries from further up
Value order – RXFP1 antag | D1 antag | D1 PAM | D2 agonist | D1 ag | RXFP1 agonist | TRHR enhancer | D2 potentiator | D2 antagonist
CCOc1ccc(N(CC(=O)Nc2ccccc2C)S(=O)(=O)c2c(C)[nH]c(=O)[nH]c2=O)cc1
→ 18 | 5 | 4 | 0.4 | 4 | -0.3% | -1 | 19 | -4
O=S(=O)(Nc1ccc(C(F)(F)F)cn1)c1ccccc1
→ -11 | 14 | 0 | 0.6 | 1 | -2.7% | -2 | 3 | -1
O=C(Nc1cccnc1)c1ccc(S(=O)(=O)N2CCCCCC2)cc1
→ 3 | 3 | -11 | 0.6 | 0 | 1.5% | -8 | 15 | 5
CC1CN(C(=O)c2cc3cc([N+](=O)[O-])ccc3s2)CC(C)O1 (configuration not stated)
→ -6 | 8 | -8 | 0.4 | 3 | 2.6% | 2 | -6 | 0
COC(=O)c1ccc(NC(=O)CSc2ncc3c(n2)-c2cc(Cl)ccc2N(Cc2ccccc2)S3(=O)=O)cc1
→ / | -1 | 5 | 0.6 | 1 | 3.7% | -12 | -2 | /
O=C(Nc1ccc(N2CCCCCC2)cc1)c1ccc[nH]1
→ -8 | -18 | -10 | 0.1 | 7 | -1.4% | -3 | -8 | 8

The listing continues.
Short forms: A = RXFP1 antag; B = D1 antag; C = D1 PAM; D = D2 agonist; E = D1 ag; F = RXFP1 agonist; G = TRHR enhancer; H = D2 potentiator; I = D2 antagonist
COc1ccc([C@H]2CC(=O)C=C(c3cc(C)ccc3F)C2)cc1
  A = /; B = -7; C = 6; D = 0.9; E = 7; F = 0.7%; G = -1; H = 6; I = -5

COc1ccccc1NC(=O)COC(=O)c1oc2ccccc2c1C
  A = 2; B = 6; C = -4; D = -4.7; E = 3; F = -0.3%; G = 11; H = 14; I = 15

COc1cc(/C=C2/C(=O)N(C)C(=S)N2C)ccc1OCc1cccc(F)c1
  A = -3; B = 17; C = -8; D = 0.4; E = 0; F = 1.4%; G = -1; H = 9; I = -3

COc1ccc(N=C2S/C(=C\c3ccc(OC(C)C(=O)O)c(OC)c3)C(=O)N2CCc2c[nH]c3ccccc23)cc1 (configuration not stated)
  A = 5; B = 4; C = -5; D = -0.1; E = 2; F = 1.1%; G = 2; H = 0; I = -11

COc1ccc(Nc2nc(OC)nc(N3CCOCC3)n2)cc1
  A = -9; B = -11; C = 0; D = -0.1; E = 4; F = -2.7%; G = 5; H = 3; I = 13

C=CCn1c(-c2cnn(-c3ccccc3)c2N)n[nH]c1=S
  A = -13; B = -5; C = -7; D = -0.9; E = 4; F = 3.7%; G = 2; H = -12; I = 5

CC(C)c1ccc(NC(=O)CSc2nc(=O)n(CCN3CCOCC3)c3c2CCC3)cc1
  A = 4; B = 3; C = -9; D = 1.5; E = 0; F = -0.7%; G = 0; H = 0; I = -3

COCCN(C(=S)Nc1ccccc1OC)C1CCN(C(C)C)CC1
  A = 13; B = 3; C = -1; D = 0.1; E = 5; F = 0.2%; G = 0; H = -6; I = 9

CCOC(=O)C1Cc2ccccc2C(=O)O1 (configuration not stated)
  A = 10; B = 1; C = 0; D = -0.1; E = 2; F = 0.9%; G = -1; H = 3; I = -2

CC(C)C(OC(=O)Cn1nnc2ccccc21)C(=O)NC1CCCC1 (configuration not stated)
  A = -10; B = -9; C = -11; D = 0.9; E = 2; F = 2.2%; G = 1; H = 13; I = -2

COCCSc1ccccc1C(=O)NCc1ccc2c(c1)OCO2
  A = -9; B = 5; C = -8; D = -0.3; E = 2; F = -2.9%; G = 4; H = -3; I = -10

CNC(=O)c1ccsc1NC(=O)c1ccc2c(c1)CCCC2
  A = /; B = 5; C = -5; D = 0.4; E = -2; F = 4.4%; G = 7; H = 6; I = 5

Cc1ccc(-n2nc(C)c(NS(=O)(=O)c3ccccc3)c2C)cc1C
  A = -14; B = 5; C = -6; D = /; E = 1; F = -2.3%; G = 0; H = /; I = /

Cc1ccc(-c2nc(NC(=O)CSc3nnnn3-c3ccccc3)ns2)cc1
  A = -3; B = 1; C = 2; D = -0.4; E = 6; F = 23%; G = -7; H = -1; I = 5

COc1cccc(Nc2nc(-c3sc(NC(=O)c4ccccc4)nc3C)cs2)c1
  A = /; B = -1; C = 6; D = 0.2; E = 2; F = 0.7%; G = 2; H = 5; I = -7

CCn1cc([N+](=O)[O-])c(C(=O)N2N=C(c3ccc(OC)cc3OC)CC2c2ccccc2O)n1 (configuration not stated)
  A = 6; B = -31*; C = -2; D = 1.6; E = 5; F = -1.9%; G = 13; H = 3; I = -9

Cc1ccc(OCC(=O)Nc2ccc(O)c(C(=O)O)c2)cc1C
  A = -22; B = 3; C = -5; D = 0.2; E = 0; F = 1.8%; G = -2; H = 8; I = 5

O=C(COC(=O)Cc1ccc(Cl)cc1)NCCc1ccccc1
  A = 6; B = -6; C = /; D = -0.3; E = 8; F = 2.6%; G = -1; H = -2; I = -33

CCc1ccc(NC(=O)C(=O)NNC(=O)COc2cccc(OC)c2)cc1
  A = -8; B = 5; C = -3; D = 0.8; E = 5; F = -0.2%; G = 1; H = 5; I = -5

O=C1c2cccc([N+](=O)[O-])c2C(=O)N1c1cccnc1
  A = 0; B = -1; C = 1; D = -0.4; E = 1; F = 0.9%; G = 14; H = 0; I = -16

COc1ccc(S(=O)(=O)Nc2ccccc2C(=O)N2CCOCC2)cc1F
  A = 3; B = 9; C = -3; D = 0.8; E = 1; F = 1.3%; G = -6; H = 0; I = -8

CN1C(=O)CC(N2CCN(c3ccc(Cl)c(Cl)c3)CC2)C1=O (configuration not stated)
  A = -7; B = -1; C = -3; D = 0.5; E = 14; F = 0.2%; G = -9; H = -4; I = 26

CC(=O)Nc1ccc(NC(=O)CC(c2ccccc2)c2ccccc2)cc1
  A = -7; B = -11; C = 2; D = -4.8; E = -1; F = -0.1%; G = -4; H = 15; I = -5
